# Source: PubChem
# TNFa cytotox = toxic to HUVEC cells under TNF alpha stimulation; HUVEC TNFalpha-stimulated, Hoechst cell count, imaging; cell count reduction, % at 2 µM; hit rate 0.17% among 93,000; AID 848;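 active = cell count reduction exceeding the screen mean by over 5 SD, scaled to untreated wells per plate, cut at about 78% in these data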;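 note: cells counted after 24 h of TNF alpha exposure following the 1 h pretreatment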
# PTK2B oligo ant = antagonists of human Pyk2 oligomerization; hit rate 0.83% among 99,000; Q14289; Q293 cells, Pyk2 FERM NanoBiT luminescence; stronger effect = lower value; AID 1347419; z-score (the deposit names both 25 µM and 10 µM);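 active = Z-score of -3 or lower, scaled per plate to the spread of control and sample wells; inactive = z-score above -3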;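 note: negative z-score means lost luminescence so less FERM oligomerization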
# FAK inh = inhibitors of human focal adhesion kinase | AID 727 | hit rate 0.84% among 97,000 | biochemical FAK kinase activity assay | Q05397 | inhibition, %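 (tested at 7 µM)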; in the data active = inhibition above about 19%;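 note: 0% = DMSO and 100% = reference compound high control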
# IL1B cytotox = HUVEC cytotoxicity counter-screen, IL-1B stimulated; HUVEC cell count loss, Hoechst imaging; cell count reduction, % at 2 µM; hit rate 0.41% among 94,000; AID 845;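 active = cell count reduction more than 3 SD above the screen-wide mean, cut at about 70% in these data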;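 note: normalized per plate to untreated control cells as the no-loss baseline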
# ERa coact inh = ER-alpha (human) coactivator binding inhibition | TR-FRET ER-alpha LBD / SRC-1 peptide, estradiol-bound | hit rate 1.7% among 86,000 | P03372 | inhibition, % at 25.6 µM; in the data active = inhibition above about 50%;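 note: 0% = receptor plus peptide control and 100% = peptide only without receptor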
# Target sequence (P03372 whole entry, looked up, the tested form may be a part): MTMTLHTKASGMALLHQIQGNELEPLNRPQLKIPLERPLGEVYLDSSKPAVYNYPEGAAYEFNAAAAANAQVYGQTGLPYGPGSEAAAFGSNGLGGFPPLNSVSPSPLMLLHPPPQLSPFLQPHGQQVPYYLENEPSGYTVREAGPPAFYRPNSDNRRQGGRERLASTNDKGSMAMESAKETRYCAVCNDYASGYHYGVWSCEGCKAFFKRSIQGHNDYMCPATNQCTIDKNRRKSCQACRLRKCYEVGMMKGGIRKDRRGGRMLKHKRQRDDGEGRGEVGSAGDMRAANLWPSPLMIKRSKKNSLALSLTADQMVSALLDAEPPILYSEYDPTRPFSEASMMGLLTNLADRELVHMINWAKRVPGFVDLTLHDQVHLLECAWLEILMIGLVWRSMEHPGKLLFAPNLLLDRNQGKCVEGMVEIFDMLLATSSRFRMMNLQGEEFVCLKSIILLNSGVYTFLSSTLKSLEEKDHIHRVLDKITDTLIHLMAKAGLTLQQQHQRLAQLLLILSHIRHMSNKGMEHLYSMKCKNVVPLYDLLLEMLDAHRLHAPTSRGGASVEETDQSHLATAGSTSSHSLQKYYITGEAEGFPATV
# F-actin modifier = alters cytoskeleton assembly in HUVEC cells. HUVEC TNFa F-actin phalloidin imaging, high content. AID 836. inhibition, % at 2 µM. hit rate 0.18% among 91,000;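 active = inhibition above the batch mean plus 3 SD and confirmed as a hit by visual image inspection, cut at about 30% in these data, passing the limit was not always enough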; note: strong numbers were not always called active
# PTPN22 act = LYP (human) phosphatase activation; AID 697; recombinant LYP, DiFMUP fluorescence; 0 = plate median, 100 = signal doubled; hit rate 0.11% among 96,000; activation, % at 2 µM;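 active = activation at 2 µM above a set limit, the mean plus 5 SD, cut at about 37% in these data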
# LYP inh 2 = blocks human PTPN22 phosphatase activity; Q9Y2R2; recombinant LYP catalytic domain, DiFMUP fluorescence; inhibition, % at 2 µM; hit rate 0.21% among 96,000; AID 640;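 active = inhibition at 2 µM at or above a set limit, the screen mean plus 3 SD, cut at about 24% in these data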;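 note: 0% = DMSO with enzyme and 100% = enzyme fully blocked by orthovanadate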
# VCAM1 TNFa inh = reduces TNF alpha induced VCAM1 expression in HUVEC; HUVEC TNFa-induced VCAM-1 immunofluorescence, high-content imaging; inhibition, % at 2 µM; hit rate 0.48% among 95,000;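 active = inhibition above the batch mean plus 3 SD, with images confirmed as a hit by eye, cut at about 37% in these data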;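 note: 0% = TNF-stimulated DMSO wells and 100% = unstimulated control wells; not every result past the cut was called active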
# Numbers without * were called inactive; . = no result given; [ ] = dose if it differs, or a comment.
SMILES,TNFa cytotox,PTK2B oligo ant,FAK inh,IL1B cytotox,ERa coact inh,F-actin modifier,PTPN22 act,LYP inh 2,VCAM1 TNFa inh
Cc1ccc(S(=O)(=O)N2CCCC(C(=O)NCc3cccnc3)C2)cc1Cl (configuration not stated),-4,1.7,-3,47,8,16,-6,6,8
Cc1ccc2[nH]c3c(NCc4ccco4)ncnc3c2c1,12,0.02,34*,7,16,-3,5,-6,-1
CC1Cc2ccccc2N1C(=O)COc1cccc(-n2cnnn2)c1 (configuration not stated),3,-0.12,-1,-10,3,-33,1,-4,-18
CCc1ccccc1Nc1nc(N)nc(COC(=O)c2cccn2C)n1,-6,-2.3,2,-8,-6,-1,6,-8,16
COC(=O)CSc1nnnn1-c1cccc2ccccc12,-11,0.25,1,-26,-6,-4,-3,-1,-9
O=C(C[n+]1ccc(C(=O)N/N=C/c2ccc(Br)cc2)cc1)c1ccccc1,50,0.2,0,16,-5[fluorescence artefact?],-11,2,1,8
O=C(CCN1c2ccccc2Sc2ccccc21)Nc1ccccc1,-9,-1.4,0,-85,-2,2,-4,6,-12
O=C(c1ccco1)N1CCN(C(=O)c2cnn3c(C(F)(F)F)cc(-c4cccs4)nc23)CC1,-15,-0.26,1,10,-6,12,-7,6,0
CCc1ccc(NC(=O)c2cccnc2)cc1,21,-0.29,-1,-44,0,-8,-4,4,17
O=C(NCCN1CCN(c2ccccc2)CC1)C1CCN(S(=O)(=O)c2cccc3nonc23)CC1,-26,2.1,3,11,-2,-19,-2,1,8
CCCC/C(O)=C1\C(=O)CC(C)(C)CC1=Nc1ccccc1OC,0,-0.9,0,-10,-6,6,-8,11,5
COc1ccc(C(=O)n2nc(-c3ccco3)nc2SC)cc1OC,-24,2.4,2,-16,-2,-1,-4,1,-4
COc1ccc(NC(=S)NCc2ccco2)c(OC)c1,-8,-0.28,0,-3,-2,12,-2,4,12
CCCSc1nc(O)c(C2OC(=O)c3c2ccc(OC)c3OC)c(=O)n1-c1ccccc1 (configuration not stated),-19,-1.8,-7,14,0,5,5,-6,8
C/C(=N/NS(C)(=O)=O)c1ccc2ccccc2c1,-11,0.24,-2,-23,4[fluorescence artefact?],-6,6,-5,-11
O=C(CSc1nc2ccccc2n1CC(=O)N1CCCC1)Nc1nccs1,-4,0,-2,-8,2,-7,-13,10,-10
CSc1nc2nccc(-c3ccc(Oc4ccccc4)cc3)n2n1,-42,1.1,8,-11,8,27,9,-12,86*
Cc1ccc(C)c2[nH]c(=O)c(C(c3nnnn3CCc3ccccc3)N3CCOCC3)cc12 (configuration not stated),12,0.29,4,-7,1,-41,2,-4,2
O=C1[C@@H]2[C@H](C(=O)N1n1cnnc1)[C@H]1C=C[C@@H]2C1,-24,0.71,0,-32,-13,-13,6,-8,-50
Cc1cc(C)nc(NC(=O)C(c2ccccc2)c2ccccc2)n1,-2,0.12,-2,-38,.,-6,4,-2,2
CC1CN(c2cc(-c3ccccc3)c3ccccc3n2)CC(C)O1 (configuration not stated),-3,0.02,0,-10,-2,4,1,1,7
Cc1ccc2nc(SCCCCOc3ccccc3)[nH]c2c1,-28,0.16,-4,-5,.,4,-9,11,-2
COC(=O)CC(N)c1ccc(OC)c2ccccc12 (configuration not stated),-7,1.1,1,16,-5,-7,0,1,6
CC(=O)Nc1cc(C(C)(C)C)c(O)c(C(C)(C)C)c1,18,-0.15,-1,-78,0,-12,-1,4,12
CC(=O)N1CCN(c2ccc(NC(=O)c3ccc(C)cc3)cc2)CC1,-13,-0.02,4,8,2,-2,-6,8,13
COc1ccc(N2CCN(C(=O)CCCOc3cc(=O)n(C)c4ccccc34)CC2)cc1,-30,-0.19,-4,-10,-24,5,-2,-1,4
Oc1cc(Cc2ccccc2)cnc1CN1CCCCC1,-29,0.66,0,-3,0,.,-4,2,0
CCc1nnc(NC(=O)CSc2nc3c(cc2C#N)CCC3)s1,-4,-0.99,0,-13,23,1,-2,0,13
CC(C)N1CC2(c3ccccc3)CN(C(C)C)CC(c3ccccc3)(C1)C2=O,-8,-0.31,-1,-16,1,-20,-5,6,-1
CSc1ccc(S(=O)(=O)NCCOc2ccccc2C)cc1,-2,-0.1,-3,20,-33,3,-1,0,2
CC(=O)c1c(C)nc2ccccc2c1N,0,0.21,2,-7,-2,4,2,-6,20
CC(C)(C)n1nc2c(c1NC(=O)c1ccco1)CS(=O)C2 (configuration not stated),-7,0.99,-4,-10,-4,-2,-5,4,13
CC(=O)OC(C(=O)NC1CCCCC1)c1ccc(Cl)cc1 (configuration not stated),-24,0.13,2,-16,.,-2,6,-11,-29
CCCN(CCC)c1nc(N)nc(-c2cc(Cl)ccc2OC)n1,-30,0.3,-1,1,.,2,7,-10,-6
Cc1ccc(-n2nnnc2SC(C)C(N)=O)c(C)c1 (configuration not stated),-28,-0.94,3,-64,-10,12,7,-9,15
CCOC(=O)C1(C(F)(F)F)N=C(c2cccnc2)OC(N2CCOCC2)=N1 (configuration not stated),-6,-0.28,0,-19,-7,-3,11,-8,-18
O=C(NC1CCCCC1)C(c1ccccc1)N(C(=O)c1cccs1)c1ccc2c(c1)OCO2 (configuration not stated),-5,-1.9,-4,-59,.,11,6,-2,4
Clc1ccc(-n2nnnc2-c2cnc(-c3ccncc3)nc2-c2cccs2)cc1,9,-1.2,10,-157,-7,-24,-4,3,-16
CCOC(=O)CC(NC(=O)c1cccs1)c1ccc(OCC)cc1 (configuration not stated),-12,-1.7,-5,-13,-2,-7,7,-10,18
COc1ccc(OCC(=O)N2CCN(c3cccc(Cl)c3)CC2)cc1,0,1.9,-1,25,-2[fluorescence artefact?],2,-8,10,8
Cc1ccc(C)c(C(=O)CSc2nnnn2-c2cccnc2)c1,22,-0.72,-7,-11,1[fluorescence artefact?],34,-7,10,2
CCCC(=O)N1CCN(c2ccc(NC(=O)c3ccccc3)cc2)CC1,-7,-0.56,-2,13,-4[fluorescence artefact?],9,5,-8,9
O=C(CSc1nnc(CNC(=O)c2c(F)cccc2Cl)o1)Nc1ccc2c(c1)OCCO2,13,-0.04,-3,27,-2[fluorescence artefact?],-10,-4,6,2
COC(=O)c1ccc(CSc2nc3ccc(Cl)cc3[nH]2)o1,-31,.,1,27,2,0,0,-3,1
Cn1c(C(=O)NCCN2CCCCCC2)cc2c(=O)n(C)c3ccccc3c21,-8,.,14,18,72*[fluorescence artefact?],-1,3,-4,18

# Record cards (already shown). Order of values: TNFa cytotox, PTK2B oligo ant, FAK inh, IL1B cytotox, ERa coact inh, F-actin modifier, PTPN22 act, LYP inh 2, VCAM1 TNFa inh
# Cc1ccc(C)c(C(=O)CSc2nnnn2-c2cccnc2)c1 reads 22, -0.72, -7, -11, 1[fluorescence artefact?], 34, -7, 10, 2
# CC(=O)OC(C(=O)NC1CCCCC1)c1ccc(Cl)cc1 (configuration not stated) reads -24, 0.13, 2, -16, ., -2, 6, -11, -29
# CCOC(=O)CC(NC(=O)c1cccs1)c1ccc(OCC)cc1 (configuration not stated) reads -12, -1.7, -5, -13, -2, -7, 7, -10, 18
# CC(C)(C)n1nc2c(c1NC(=O)c1ccco1)CS(=O)C2 (configuration not stated) reads -7, 0.99, -4, -10, -4, -2, -5, 4, 13
# COC(=O)c1ccc(CSc2nc3ccc(Cl)cc3[nH]2)o1 reads -31, ., 1, 27, 2, 0, 0, -3, 1

# Going on with the list.
SMILES,TNFa cytotox,PTK2B oligo ant,FAK inh,IL1B cytotox,ERa coact inh,F-actin modifier,PTPN22 act,LYP inh 2,VCAM1 TNFa inh
CS(=O)(=O)N(CC(=O)N1CCN(c2cccc(Cl)c2)CC1)C1CCCCC1,-24,0.33,-2,-14,-2,1,3,-4,12
Cc1cc(O)c2c(-c3ccccc3)cc(=O)oc2c1,-3,-2,-2,-11,-4,-13,6,-10,16
COc1cccc(-c2nnc(NC(=O)Cc3cccs3)s2)c1,-12,2.1,-6,10,63*,-18,4,-2,-13
CS/C(=N\S(=O)(=O)c1cccs1)Nc1ccc(N2CCOCC2)cc1,-35,0.38,-6,18,-11,-20,5,-4,2
CSc1ccc(S(=O)(=O)N2CCCC2)cc1,-34,-0.04,-3,-20,-10,6,2,-6,8
CN(C)S(=O)(=O)n1cnc(-c2ccccc2)c1-c1ccccc1,-18,-0.87,3,-60,-7,22,1,1,-9
CCN(C(=O)CN1CCN(c2ccccc2)CC1)c1c(N)n(Cc2ccccc2)c(=O)[nH]c1=O,-17,0.8,-3,-2,-2,18,18,-22,10
CN1CCN(c2ccccc2NC(=O)C(Cc2ccccc2)n2cccc2)CC1 (configuration not stated),-6,.,-3,10,.,-1,24,-27,-1
Cc1cccc(-c2nnc(SCc3ccccc3)o2)c1,12,0.12,-5,-2,-4,-9,2,-2,-1
CCn1c2c(c3cc(Br)ccc31)CCC/C2=N\O,-17,0.42,-6,22,-4,14,6,-7,1
CS(=O)(=O)N(CC(=O)NC1CCCCC1)c1cccc(Cl)c1,-30,-0.22,0,5,-2,12,6,-5,4
CCn1c(SCC(=O)NNC(=O)c2ccccc2)nnc1-c1ccncc1,2,0.62,0,-42,.,10,4,0,4
CC1CCCC2(C1)NC(=S)c1c(sc3c1CCCC3)N2 (configuration not stated),13,0.54,-2,-14,5[fluorescence artefact?],-24,1,1,17
COc1cc(/C=C/C(=O)Nc2ccccc2C(F)(F)F)cc(OC)c1OC,12,.,9,40,.,0,1,2,-9
CCOC(=O)c1cc(C(C)=O)c(=O)n(C)c1N,2,0.93,6,7,-9,1,-1,-2,11
O=C(c1cccs1)c1ccc(-c2cccs2)s1,-38,-0.44,6,-18,-2[fluorescence artefact?],31,-1,1,12
CN(C)c1ccc(/C=C2\NC(=S)N(Cc3ccccc3)C2=O)cc1,-14,-3.4*,10,13,.,11,-20,22,9
CCC(C)(C)n1nnnc1CN1CCSCC1,-8,-0.47,0,-34,0,25,4,-4,-12
CCSc1ncnc2sc3c(c12)CCC3,-11,0.2,-1,7,-6,-2,-12,13,-2
Cc1cccc(C)c1NC(=O)c1sccc1SCC#N,-6,0.21,1,-5,.,10,-5,8,7
COc1ccc(N2CC(C(=O)Nc3ccccc3C(=O)NCc3ccco3)CC2=O)cc1 (configuration not stated),6,-0.26,2,18,1,0,3,-1,5
CCC(C)NC(=O)C1(C)CCC(=O)N1CCc1ccc(OC)c(OC)c1 (configuration not stated),12,0.05,-2,11,-10,27,-12,14,6
CCOc1ccccc1-c1nc(C(N)=O)c2[nH]c(=O)n(-c3cccc(C)c3)c2n1,-26,-1.8,3,-29,6,-2,-2,3,9
O=C(CSc1nc(-c2ccco2)cc(C(F)(F)F)n1)NCc1cccs1,-24,1,0,-28,.,6,5,-4,-28
Nc1[nH]n2c(=O)c3c(nc2c1N=Nc1ccccc1)CCCC3,-4,0.12,-2,-32,.,-16,0,3,7
COc1ccc(NC(=O)COC(=O)c2c(C)noc2C)c(OC)c1,17,1.1,-1,12,-7,9,1,-5,4
CC(C)CC(=O)N1CCC(O)(CS(=O)(=O)Cc2ccc(Cl)cc2)CC1,-6,1.1,7,0,.,-14,-1,4,-12
O=C(NCCN1CCOCC1)c1cc(-c2cccs2)on1,-13,-0.4,0,-31,.,10,9,-4,12
COc1ccc(/C=N/NC(=O)CCCC(=O)NC2CCCCC2)cc1,-12,0.68,-4,-45,.,1,1,3,2
COc1ccc(S(=O)(=O)NCC(c2cccnc2)N2CCN(C)CC2)cc1C (configuration not stated),19,.,4,20,-2,-9,-4,3,-2
Cn1nc(CC(=O)Nc2cccc3ncccc23)c2ccccc2c1=O,-17,0.25,-4,3,-9,-7,-7,4,-24
Cc1c(/C=N/NC(=O)C(C)(C)Oc2ccc(Cl)cc2)cnn1C,-17,0.7,-1,2,.,-14,-9,12,11
Cc1ccccc1Nc1nnc(SCc2cc([N+](=O)[O-])cc3c2OCOC3)s1,-2,-1.7,2,5,.,-29,5,-8,4
O=C(Nc1ccc2c(c1)OCO2)N1CCN(c2ccccc2Cl)CC1,-28,-0.37,1,-2,4[fluorescence artefact?],.,-10,12,12
CCC(CC)C(=O)Nc1ccccc1-n1cccc1,11,-0.55,-5,-22,.,-38,3,1,-10
